VLA-4 inh: inhibition in a human VLA-4 binding assay | inhibition, % (about 7 µM as worked out from the volumes in the protocol) | 0.2% of 330,000 active | VLA-4 expressing cells, ligand binding flow cytometry | P13612 | AID 2557; in the data active = inhibition above about 50%
Target sequence (P13612 whole entry, looked up): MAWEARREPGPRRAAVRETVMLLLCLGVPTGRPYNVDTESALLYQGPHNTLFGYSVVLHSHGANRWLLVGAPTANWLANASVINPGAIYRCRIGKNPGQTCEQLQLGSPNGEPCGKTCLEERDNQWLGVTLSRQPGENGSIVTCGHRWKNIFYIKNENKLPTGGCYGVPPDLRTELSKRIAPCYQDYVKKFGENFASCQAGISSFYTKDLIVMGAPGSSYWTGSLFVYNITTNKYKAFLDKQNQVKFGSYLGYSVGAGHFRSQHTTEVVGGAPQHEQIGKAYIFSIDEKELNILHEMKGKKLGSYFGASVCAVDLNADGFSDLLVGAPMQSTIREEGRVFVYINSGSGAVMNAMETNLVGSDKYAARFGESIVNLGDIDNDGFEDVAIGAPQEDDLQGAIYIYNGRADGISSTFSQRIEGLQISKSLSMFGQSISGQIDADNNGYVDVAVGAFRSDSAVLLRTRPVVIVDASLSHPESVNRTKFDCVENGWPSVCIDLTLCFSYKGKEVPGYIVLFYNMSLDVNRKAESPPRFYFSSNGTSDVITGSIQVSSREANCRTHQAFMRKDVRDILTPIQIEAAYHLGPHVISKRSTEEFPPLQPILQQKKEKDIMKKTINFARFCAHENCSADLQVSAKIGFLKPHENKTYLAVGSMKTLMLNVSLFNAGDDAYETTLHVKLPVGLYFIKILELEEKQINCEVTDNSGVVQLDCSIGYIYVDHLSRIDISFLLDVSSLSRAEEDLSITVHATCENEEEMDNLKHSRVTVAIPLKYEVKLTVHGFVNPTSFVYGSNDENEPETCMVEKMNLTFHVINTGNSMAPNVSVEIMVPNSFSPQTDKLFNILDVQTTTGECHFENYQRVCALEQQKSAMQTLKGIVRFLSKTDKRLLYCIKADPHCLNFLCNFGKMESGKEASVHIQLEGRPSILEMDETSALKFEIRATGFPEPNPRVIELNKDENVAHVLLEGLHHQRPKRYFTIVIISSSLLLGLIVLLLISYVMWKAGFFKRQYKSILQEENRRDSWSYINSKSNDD
GRK2 aptamer HTS: blocks RNA aptamer binding to human GRK2. 0.59% of 330,000 active. AID 488847. inhibition of aptamer binding, % at 10 µM. bead flow cytometry, FAM-aptamer displacement from GRK2. P25098;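 active = inhibition of aptamer binding above 40%, roughly 3 SD of noise, on plates passing a quality check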;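 also: median bead fluorescence of bound FAM aptamer so fluorescent compounds give negative values; no value below 0 was filed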
MCL1-BIM inh: inhibitors of human MCL1 binding to BIM-BH3 peptide; GST-MCL1 / FITC-Bim-BH3 fluorescence polarization; inhibition, % at 10.9 µM; 0.68% of 320,000 active; AID 2057;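 active = inhibition above the mean inhibition of all tested compounds plus 3 SD, set per campaign, cut at about 40% in these data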;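 also: 0% = DMSO wells and 100% = unlabeled Bim-BH3 peptide control; higher means more loss of mP so more displacement of Bim peptide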
BCLXL inh: Bcl-xL (human) inhibition; Q07817; GST-Bcl-xL / FITC-Bim BH3 peptide fluorescence polarization; inhibition, % at 10.9 µM; 0.7% of 320,000 active; AID 2129;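 active = inhibition above the mean of all tested compounds plus 3 SD, cutoff set per campaign, cut at about 30% in these data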;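 also: 0% = DMSO wells and 100% = unlabeled Bim-BH3 peptide competitor; inhibitors lower millipolarization by displacing the labeled peptide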
PME-1 primary: PME-1 (human) inhibition. Q9Y570. recombinant PME-1, FP-Rh probe fluorescence polarization. inhibition, % at 5.9 µM. 0.53% of 320,000 active;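 active = inhibition above the campaign mean of all compounds plus 3 SD, cut at about 26% in these data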;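 also: competitive labeling of PME-1 active site by serine hydrolase directed probe; 0% = PME-1 with DMSO and 100% = wells lacking PME-1 enzyme; inhibitors block probe labeling so polarization falls and inhibition rises; many of its hits are not listed in these tables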
Efflux pump inh: inhibitors of Candida antifungal efflux pumps expressed in yeast | S. cerevisiae Candida pump triplex, Nile Red efflux | inhibition, % at 10 µM | 0.44% of 330,000 active;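 active = plate passing quality check with inhibition over a set limit, or well fluorescence over plate mean plus 4 SD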;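 also: Nile Red retained in pooled yeast measured as flow cytometry median fluorescence; 0% = buffer negative control and 100% = Enniatin B positive control; higher means more Nile Red kept so more efflux inhibition; some compounds called inactive have numbers as strong as hits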
GLD-1 TGE inh: GLD-1-TGE RNA interaction inhibition (C. elegans); Q17339; purified GLD-1 + fluorescein TGE RNA, fluorescence polarization; inhibition, % at 5.96 µM; 0.44% of 320,000 active; AID 2280;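 active = percent inhibition above a per-plate cutoff, the plate mean of test compounds plus 3 SD, cut at about 30% in these data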;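 also: 0% = DMSO wells with GLD-1 and probe and 100% = wells lacking GLD-1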
MEX-5 binding: C. elegans MEX-5 TCR-2 RNA binding activity | Q9XUB2 | AID 1832 | activity score (negative = inhibition of binding), % at 10 µM | MEX-5/FITC-TCR2 RNA binding, fluorescence polarization; stronger effect = lower value | 0.38% of 300,000 active;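 active = inhibition past about -25% in most replicates, and total fluorescence under double the plate's negative control median, limit read from the data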;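 also: 0% = DMSO and -100% = 5 µM competing unlabeled TCR2 RNA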
Fam108B inh: Fam108B inhibition, counter-screen for RBBP9 inhibitors; recombinant Fam108B, FP-Rh probe fluorescence polarization; inhibition, % at 9.51 µM; 0.33% of 300,000 active;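 active = inhibition above the screen mean inhibition plus 3 SD, computed separately per campaign, cut at about 18% in these data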;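 also: inhibitors lower polarization as less probe binds the enzyme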
An asterisk follows results filed as active; / = not tested or not shown. These rows are one share of the data, so the mix of outcomes need not match the whole.

Assay codes – A = VLA-4 inh; B = GRK2 aptamer HTS; C = MCL1-BIM inh; D = BCLXL inh; E = PME-1 primary; F = Efflux pump inh; G = GLD-1 TGE inh; H = MEX-5 binding; I = Fam108B inh
SMILES: Cc1ccc(-c2csc(NCCn3c(C(F)(F)F)nc4ccccc43)n2)cc1
  A: -3	B: 0	C: 2	D: 1	E: 4	F: 0.0	G: -1	H: 2.3	I: 1

SMILES: Cc1cc(C)n(CCCNC(=O)c2cc(COc3ccc(C)c(C)c3)on2)n1
  A: 20	B: 2	C: -2	D: -1	E: 2	F: -0.1	G: 3	H: -1.4	I: -1

SMILES: Cc1ccc(Cn2nnc3c(=O)[nH]c(C4CCCN(S(=O)(=O)c5ccccc5F)C4)nc32)cc1 (stereo not drawn)
  A: -18	B: 0	C: -3	D: 0	E: -9	F: 0.1	G: 6	H: -0.7	I: -3

SMILES: O=C(NC1CCCCCC1)c1ccc[nH]c1=S
  A: 1	B: 0	C: 15	D: 11	E: 1	F: -0.2	G: -9	H: -2.2	I: 0

SMILES: CC(=O)Nc1ccc(S(=O)(=O)NC2(C(F)(F)F)C(=O)Nc3c2c(=O)[nH]c(=O)n3Cc2cccnc2)cc1 (stereo not drawn)
  A: -19	B: 0	C: 5	D: 6	E: 3	F: -0.1	G: -6	H: 1.0	I: -3

SMILES: Cc1ccc(C(=O)C(NC(=O)c2ccco2)Nc2sc3c(c2C(N)=O)CCCC3)cc1 (stereo not drawn)
  A: 12	B: 0	C: -2	D: 6	E: 12	F: 0.1	G: -5	H: 1.8	I: 4

SMILES: CC(=O)Nc1nc2ccccc2n1CCOc1ccccc1Cl
  A: 22	B: 0	C: 2	D: 9	E: 4	F: 0.0	G: 3	H: 1.7	I: 0

SMILES: O=C(NCc1ccccc1Cl)c1cccc(NC(=O)c2ccccc2)c1
  A: 29	B: 0	C: 7	D: 4	E: -8	F: 0.2	G: 4	H: -0.6	I: -9

SMILES: Nc1cc(Cl)ccc1C(=O)OCC(=O)N1CCOCC1
  A: 12	B: 4	C: -16	D: -11	E: 2	F: 0.1	G: -10	H: 2.0	I: -10

SMILES: COc1ccc(F)cc1S(=O)(=O)Nc1ccc2c(c1)OCO2
  A: -3	B: 1	C: 8	D: 3	E: 8	F: -0.1	G: 10	H: -1.1	I: 6

SMILES: COc1cccc(NC(=O)N2CCN(c3cccc(C)c3)C(C)C2)c1 (stereo not drawn)
  A: 18	B: 1	C: 0	D: 5	E: -6	F: 0.0	G: 1	H: 0.7	I: 2

SMILES: CCOC(=O)C(C)n1nc(/C=C/c2ccccc2)ccc1=O (stereo not drawn)
  A: 5	B: 0	C: -5	D: 0	E: 3	F: 0.1	G: -3	H: -0.7	I: -1

SMILES: COc1ccc(N2CCN(Cc3nc4c(c(=O)[nH]c(=O)n4C)n3Cc3cccc(Cl)c3)CC2)cc1
  A: -8	B: 0	C: 7	D: 6	E: 3	F: 0.1	G: 3	H: 0.4	I: 0

SMILES: CC(=O)N1CCN(c2ccc(NC(=O)c3ccco3)cc2)CC1
  A: 20	B: 0	C: -3	D: 2	E: -2	F: 0.1	G: -1	H: 2.1	I: -2

SMILES: CCOc1ccc(C(=O)N[C@H](C(=O)NNC(=O)c2cccs2)C(C)C)cc1
  A: 4	B: 2	C: /	D: /	E: /	F: 0.1	G: 6	H: /	I: /

SMILES: CCOC(=O)C=Nc1c(N)n(C)c(=O)n(C)c1=O
  A: 15	B: 1	C: 25	D: 23	E: 0	F: 0.3	G: 11	H: -0.4	I: 5

SMILES: CCOC(=O)C(CCCCCOc1ccc([N+](=O)[O-])cc1)C(=O)OCC
  A: 0	B: 1	C: -3	D: 5	E: 3	F: -0.1	G: 3	H: -1.2	I: 1

SMILES: CC1CCCN(CC(=O)Nc2ccc(S(=O)(=O)N3CCCC3)cc2)C1 (stereo not drawn)
  A: 1	B: 1	C: 6	D: 4	E: 4	F: 0.1	G: -3	H: 0.7	I: 1

SMILES: Cc1ccc(S(=O)(=O)N(C)c2c(C)ccc(S(=O)(=O)Nc3ccncc3)c2C)cc1
  A: 10	B: 1	C: 10	D: 7	E: 4	F: -0.3	G: 0	H: 1.9	I: 2

SMILES: Cc1ccccc1NC(=S)NC(=O)COc1ccccc1C
  A: 5	B: 2	C: 9	D: 4	E: -4	F: 0.1	G: 16	H: -0.4	I: 0

SMILES: O=C(CCl)N1CCCC1c1ccc2c(c1)OCCO2 (stereo not drawn)
  A: 12	B: 1	C: 6	D: 4	E: -7	F: 0.0	G: 4	H: 1.1	I: -1

SMILES: Fc1cccc(CSc2ncnc3c2oc2ccccc23)c1
  A: 3	B: 0	C: 1	D: 7	E: 3	F: 0.5	G: -1	H: 0.8	I: -5

SMILES: Cc1ccc(CNC(=O)CNS(=O)(=O)c2ccc3nc(C)sc3c2)cc1
  A: -4	B: 2	C: 2	D: 6	E: -3	F: 0.0	G: 9	H: -0.8	I: 1

SMILES: Cc1ccc(-c2nc(CS(=O)(=O)CC(=O)NCCCN3CCN(C)CC3)c(C)o2)cc1
  A: 6	B: 0	C: 6	D: 2	E: -1	F: 0.1	G: 2	H: 2.0	I: -2

SMILES: CCOC(=O)C(=CNc1cc(C)nn1-c1ccccc1)C(=O)OCC
  A: 2	B: 4	C: 14	D: 5	E: 2	F: 0.0	G: -1	H: -3.7	I: 0

SMILES: O=C(Nc1ccc(S(=O)(=O)N2CCCC2)cc1)c1cc(=O)c2ccccc2o1
  A: -4	B: 0	C: -7	D: -1	E: 3	F: -0.1	G: 3	H: -2.1	I: 2

Of the compounds above, these contain fluorine:
Assay codes – A = VLA-4 inh; B = GRK2 aptamer HTS; C = MCL1-BIM inh; D = BCLXL inh; E = PME-1 primary; F = Efflux pump inh; G = GLD-1 TGE inh; H = MEX-5 binding; I = Fam108B inh
SMILES: Cc1ccc(-c2csc(NCCn3c(C(F)(F)F)nc4ccccc43)n2)cc1
  A: -3	B: 0	C: 2	D: 1	E: 4	F: 0.0	G: -1	H: 2.3	I: 1

SMILES: Cc1ccc(Cn2nnc3c(=O)[nH]c(C4CCCN(S(=O)(=O)c5ccccc5F)C4)nc32)cc1 (stereo not drawn)
  A: -18	B: 0	C: -3	D: 0	E: -9	F: 0.1	G: 6	H: -0.7	I: -3

SMILES: CC(=O)Nc1ccc(S(=O)(=O)NC2(C(F)(F)F)C(=O)Nc3c2c(=O)[nH]c(=O)n3Cc2cccnc2)cc1 (stereo not drawn)
  A: -19	B: 0	C: 5	D: 6	E: 3	F: -0.1	G: -6	H: 1.0	I: -3

SMILES: COc1ccc(F)cc1S(=O)(=O)Nc1ccc2c(c1)OCO2
  A: -3	B: 1	C: 8	D: 3	E: 8	F: -0.1	G: 10	H: -1.1	I: 6

SMILES: Fc1cccc(CSc2ncnc3c2oc2ccccc23)c1
  A: 3	B: 0	C: 1	D: 7	E: 3	F: 0.5	G: -1	H: 0.8	I: -5

3 entries out of the list above, ordered by their value in MEX-5 binding, rising:
Structure	MEX-5 binding
O=C(CCl)N1CCCC1c1ccc2c(c1)OCCO2 (stereo not drawn)	1.1
Cc1ccc(-c2nc(CS(=O)(=O)CC(=O)NCCCN3CCN(C)CC3)c(C)o2)cc1	2.0
CC(=O)N1CCN(c2ccc(NC(=O)c3ccco3)cc2)CC1	2.1

Screening results from PubChem BioAssay.
